# SIRT5 inh = SIRT5 desuccinylase inhibitors, primary screen, biochemical, fluorescence imaging, single point, set 5; 330,000 compounds, 1.1% hits; Purified SirT5, succinyl-peptide AMC, trypsin-coupled fluorescence; NAD-dependent protein deacylase sirtuin-5, mitochondrial (Homo sapiens), Q9NXA8; inhibition, % at 15 µM; in the data active = inhibition above about 15%; inconclusive = no clear call, values can overlap the other calls
# Target sequence (Q9NXA8 whole entry, looked up): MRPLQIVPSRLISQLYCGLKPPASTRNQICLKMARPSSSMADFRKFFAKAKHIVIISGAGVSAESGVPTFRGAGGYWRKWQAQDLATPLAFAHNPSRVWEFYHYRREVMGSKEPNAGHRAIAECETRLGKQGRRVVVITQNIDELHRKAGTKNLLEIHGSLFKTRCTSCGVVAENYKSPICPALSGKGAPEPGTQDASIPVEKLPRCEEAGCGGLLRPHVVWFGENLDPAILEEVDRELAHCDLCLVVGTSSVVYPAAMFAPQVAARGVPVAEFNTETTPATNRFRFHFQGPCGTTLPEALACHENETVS
# PAX8 inh HTS = inhibitors of PAX8-driven TPO luciferase reporter, primary screen, RMG-I cells, single concentration; 360,000 compounds, 1.2% hits; SteadyGlo, 24 h; inhibition, % at 12.6 µM; AID 652154, 2013;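 active = mean replicate inhibition at least 60% with every replicate also reaching 60%; inconclusive = only one of the two criteria is met; inactive = mean below 60% and not all replicates reaching 60%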;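 note: luciferase light reporting Pax8 driven TPO promoter activity; plate controls were median of neutral control wells for no effect and mitoxantrone controls for full effect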
# Casp6 inh = human caspase-6 inhibitors, primary screen, biochemical, VEID-R110 fluorescence, single point, set 2. 350,000 compounds, 0.53% hits. purified caspase-6, Z-VEID-R110 cleavage fluorescence. inhibition, % at 12.5 µM. P55212;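 active = mean inhibition across replicates at least about 35%, with every replicate also reaching that limit, limit read from the data; inconclusive = only one of the two criteria met; inactive = neither criterion met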;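 note: 0% = median of neutral control wells and 100% = no fluorescence left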
# Target sequence (P55212 24-179 limits assumed): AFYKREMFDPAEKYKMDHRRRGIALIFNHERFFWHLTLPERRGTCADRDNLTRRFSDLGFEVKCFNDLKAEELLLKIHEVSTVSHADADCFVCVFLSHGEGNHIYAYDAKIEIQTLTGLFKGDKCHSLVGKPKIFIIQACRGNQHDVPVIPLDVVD
# Target sequence (P55212 194-293 limits assumed): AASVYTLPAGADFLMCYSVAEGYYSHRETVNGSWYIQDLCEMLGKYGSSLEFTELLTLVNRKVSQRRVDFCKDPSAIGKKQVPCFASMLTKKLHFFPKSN
# DENV2 CPE = inhibitors of DENV2 cytopathic effect, primary screen, cell-based, plate reader, single concentration; DENV2-infected cells, cytopathic effect rescue; CPE inhibition, % at 9.99 µM; 350,000 compounds, 1.7% hits; AID 651640, 2012; in the data active = CPE inhibition above about 20%, passing the limit was not always enough; inconclusive = no clear call, values can overlap the other calls; tested in BHK-21 cells;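 note: 0% = median of neutral control wells and 100% = median of positive control wells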
# EWS-Fli inh = EWS/Fli-driven NR0B1 reporter inhibitors, primary screen, A673 cells, NR0B1 luciferase, luminescence, MLPCN library; inhibition, % at 12.6 µM; 350,000 compounds, 0.67% hits; viability-normalised;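 active = mean inhibition of at least 50% after viability correction, with every replicate also passing that limit; inconclusive = mean reaches 50% but only one of two replicates passes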;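 note: firefly luciferase signal divided by Alamar Blue viability fluorescence both relative to DMSO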
# LGR2 antag = inhibitors of bursicon-induced LGR2 CRE-luciferase signal, primary screen, cell-based, HEK293, CRE-luciferase reporter, bursicon stimulation; Drosophila bursicon receptor LGR2 (rickets); bursicon-stimulated, 4 h; inhibition, % at 9.99 µM; 380,000 compounds, 0.35% hits; AID 720647, 2013;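 active = drop in luminescence signal, shown as inhibition above about 50% in the replicate tests, limit read from the data, passing the limit was not always enough; inconclusive = probably only some replicates passing the limit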;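 note: agonist challenge used bursicon conditioned medium at about half maximal strength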
# ARNT-TACC3 inh = disruptors of ARNT/TACC3 protein interaction, primary screen, biochemical, AlphaScreen, single concentration | Transforming acidic coiled-coil-containing protein 3 (Homo sapiens), Q9Y6A5 | AlphaScreen His-ARNT PAS-B/GST-TACC3 binding, luminescence; TACC3 fragment carries E629A point mutation | inhibition, % at 9.99 µM | 390,000 compounds, 0.66% hits | AID 623870, 2012;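 active = mean inhibition of replicates at least 50% and at least half of replicates each reaching 50%; inconclusive = half or more replicates reach 50% but mean below 50%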;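 note: 0% = complete ARNT plus TACC3 wells and 100% = ARNT alone without TACC3; many hits fall short of the cut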
# * hit, by the source's call; ? = inconclusive; nt = no result given.
Molecule,EWS-Fli inh,PAX8 inh HTS,LGR2 antag,SIRT5 inh,DENV2 CPE,ARNT-TACC3 inh,Casp6 inh
CCC(=O)N1N=C(c2ccc(NS(=O)(=O)c3ccccc3)cc2)CC1c1ccco1 (stereo unspecified),11,17,-7,0,-6,-4,2
O=C(NC1CCSc2ccccc21)c1cccc([N+](=O)[O-])c1 (stereo unspecified),nt,-8,-3,3,-10,nt,-4
CCOc1ccc(-n2c(SCC(=O)Nc3cc(C)on3)nc3c([nH]c4ccccc43)c2=O)cc1,3,9,14,-2,-5,1,2
CC1(C)NC(=O)N(CC(O)COc2ccc(-c3ccc(C#N)cc3)cc2)C1=O (stereo unspecified),nt,-15,-6,-7,nt,4,3
N#CC1=C2N=C(N)c3ccccc3N2C2=C(C(=O)CCC2)C1c1cccc(Cl)c1 (stereo unspecified),9,35,2,-1,2,nt,0
O=C1CN(S(=O)(=O)c2ccccc2)C[C@H]2[C@H](c3ccc(C4=CCCC4)cc3)[C@@H](CO)N12,3,nt,-1,5,-1,nt,2
CC(CC(=O)c1ccccc1)=NCC(O)CN=C(C)CC(=O)c1ccccc1 (stereo unspecified),4,-10,-3,6,-3,nt,0
CC(=O)N1CC(=O)N2[C@H](CO)[C@H](c3ccc(C#Cc4cccnc4)cc3)[C@@H]2C1,nt,nt,5,2,-7,nt,-1
CCN(CC(=O)NCc1ccc(Cl)cc1)C(=O)c1cccc(S(=O)(=O)Nc2ccc(OC)cc2)c1,6,19,4,1,0,0,10
C[C@H](CO)N1C[C@H](C)[C@@H](CN(C)S(C)(=O)=O)OCCCC[C@H](C)Oc2ccc(NS(=O)(=O)c3cn(C)cn3)cc2C1=O,-10,nt,16,2,-2,-3,0
Cc1occc1C(=O)N/N=C/c1ccc(OCc2ccccc2)cc1,-118,-159,-74,-1,12,-12,-1
CCN(CC(=O)NC(C)C)C(=O)[C@@H](NC(=O)c1ccco1)C(C)C,1,-96,0,0,-3,-14,-1
COc1ccc([N+](=O)[O-])cc1NC(=O)Cc1c(Cl)cccc1Cl,nt,0,10,nt,nt,-16,nt
Cc1ccccc1C(=O)NC(C)C1CC2CCC1C2 (stereo unspecified),-4,-48,8,-2,-3,-4,1
O=C(Cc1cccc(NC(=O)C2CCN(C(=O)c3ccccc3)CC2)c1)Nc1cccc(C(=O)N2CCOCC2)c1,-5,14,-1,-17,-5,1,nt
CCNc1c(NC(=O)c2cccs2)c(=O)oc2ccccc12,-20,20,11,-7,-1,3,-2
CN(C(=O)CN1CCC(NC(=O)c2ccccc2Br)CC1)C1CCCCC1,-12,12,20,-2,9,-5,nt
Cc1cc(C(=O)N/N=C/c2sc(N3CCOCC3)nc2-c2ccccc2)c(C)o1,4,20,-5,1,12,6,-6
C[C@H]1CN([C@@H](C)CO)C(=O)Cc2cc(NS(=O)(=O)c3ccccc3)ccc2O[C@H]1CN(C)C(=O)Nc1cccc2ccccc12,-8,-21,4,7,-14,10,5
Nc1ccc(S(=O)(=O)NC2(C(F)(F)F)NC(=O)N(c3ccccc3Cl)C2=O)cc1 (stereo unspecified),nt,20,-3,nt,nt,-8,nt
C[C@@H]1CN([C@@H](C)CO)C(=O)c2cc(-c3cccc(F)c3)cnc2O[C@@H]1CN(C)Cc1cccnc1,10,nt,2,-5,-6,1,-3
O=C(CNC(=O)c1ccc(OC(F)F)cc1)NCc1ccccn1,1,13,9,-2,2,nt,7
O=Nc1c(O)[nH]c2c(F)cccc12,18,5,6,-7,-1,-2,7
C[C@@H]1CN([C@@H](C)CO)C(=O)c2cc(-c3cccc(C#N)c3)cnc2O[C@H]1CN(C)C(=O)c1cnccn1,-5,-18,16,10,-3,-3,nt
COc1ccc(Cl)cc1NC(=O)CC(=O)Nc1cc(Cl)ccc1OC,10,15,1,-3,3,-1,-4

# Additional entries follow.
Molecule,EWS-Fli inh,PAX8 inh HTS,LGR2 antag,SIRT5 inh,DENV2 CPE,ARNT-TACC3 inh,Casp6 inh
O=C(O)CC(CC(=O)Nc1ccc(N2CCOCC2)cc1)c1ccccc1 (stereo unspecified),4,-37,nt,0,-2,-9,-1
C[C@@H]1CN([C@@H](C)CO)C(=O)c2cc(NC(=O)NC3CCCCC3)ccc2O[C@H]1CN(C)Cc1ccc(Cl)c(Cl)c1,7,nt,-2,7,16,11,2
CC(C)(CO)NCc1ccc(Br)cc1,17,8,12,-4,3,-3,1
CC(=O)NS(=O)(=O)c1ccc(NC(=S)NC(=O)CC(C)C)cc1,-1,6,25,-3,1,-1,0
Cc1ccc(N=Nc2c(N)nn3c(N)c(C#N)c(C)nc23)cc1,10,?,14,-2,-1,4,-2
CC1Cc2[nH]c(=S)[nH]c(=O)c2C(c2ccc(C(C)C)cc2)O1 (stereo unspecified),4,2,3,5,3,nt,1
C=C(C)CNC(=S)NNC(=O)c1ccncc1,2,3,-21,-1,-10,-2,-4
COc1ccc(NC(=O)CCCC(=O)c2ccccc2)c(OC)c1,-6,-12,-17,-1,3,2,-2
Cc1cc(C)c(NC(=S)N(C)C)c(C)c1,3,-6,24,-5,0,-2,-3
COc1ccccc1-c1cc(C(F)(F)F)nc(S(=O)(=O)CCCC(=O)NCc2ccc(F)cc2)n1,-7,41,23,-4,7,-5,4
O=C1/C(=C/c2cccs2)NC(=S)N1C1CC1,-2,11,-5,0,15,-1,1
O=C(CSc1nnc2c(n1)[nH]c1ccc(F)cc12)NC1CC1,2,-12,-4,4,3,-3,0
CO[C@@H]1CN(C)C(=O)c2ccc(NC(C)=O)cc2OC[C@@H](C)N(C(=O)C2CCOCC2)C[C@@H]1C,1,nt,6,-3,-1,-3,nt
Cc1ccc(NC(=O)COC(=O)CCOc2ccccc2C)cc1,-9,22,18,-1,1,-5,-3
CC(=O)c1ccc(S(=O)(=O)N2CCN(c3nc(-c4cccnc4)nc4ccccc34)CC2)cc1,-2,7,-2,3,1,2,-2
C[C@H](CO)N1C[C@H](C)[C@@H](CN(C)Cc2cccnc2)Oc2ncc(C#CCc3ccccc3)cc2C1=O,-10,nt,17,-4,0,2,1
Cc1cc(C(=O)NCc2ccc(S(N)(=O)=O)cc2)ccc1[N+](=O)[O-],nt,-1,4,nt,nt,-6,nt
CNC(=S)NNc1nc(N2CCOCC2)nc(N2CCOCC2)n1,6,-4,3,1,-1,-2,-1
Cc1c(CC(=O)O)c(=O)oc2cc3occ(-c4ccccc4)c3cc12,-9,-19,5,-2,-2,-10,4
C[C@H]1CN([C@@H](C)CO)C(=O)c2cc(C#CCN(C)C)cnc2O[C@@H]1CN(C)Cc1cccc(F)c1,-3,10,-14,3,-1,nt,-1
COc1cc(S(=O)(=O)N2CCCN(C)CC2)ccc1NC(C)=O,-6,-25,2,-2,0,nt,-10
O=C(CSc1nc2[nH]ncc2c(=O)[nH]1)NCc1ccccc1Cl,-1,12,-2,-1,-8,-3,-1
Cn1cnnc1-c1cccc(NS(=O)(=O)c2ccc(N3CCCC3=O)cc2)c1,5,nt,11,-1,-5,-2,-2
COc1ccc(N2c3ccccc3CN(Cc3ccccc3)[C@@H](C)[C@H]2Cc2cccnc2)cc1,6,1,39,nt,?,nt,-3
O=C(C[C@@H]1CC[C@H](NS(=O)(=O)c2ccccc2)[C@H](CO)O1)N1CCC(Cc2ccccc2)CC1,-7,-21,11,2,-11,nt,3

# The list goes on.
Molecule,EWS-Fli inh,PAX8 inh HTS,LGR2 antag,SIRT5 inh,DENV2 CPE,ARNT-TACC3 inh,Casp6 inh
COc1ccccc1C#Cc1ccc([C@H]2[C@@H](CO)N3CCCCN(C(=O)C4CCC4)C[C@@H]23)cc1,2,0,-1,6,9,6,2
Cn1cnc(S(=O)(=O)N2C[C@@H](O)COC[C@H]3O[C@@H](CC(=O)NC4CCCC4)CC[C@@H]32)c1,4,-9,3,1,-5,12,5
Brc1ccc(CN2CCSCC2)cc1,-1,nt,7,-3,nt,-5,0
CN(C)CCCNC(=S)Nc1ccc(Oc2ccccc2)cc1,-10,-8,-1,-4,-3,2,-37
COC(=O)c1nn(-c2cccc(Cl)c2)ccc1=O,6,18,7,1,3,-4,-4
Cc1ccc(OCC(=O)NNC(=O)Nc2ccc(Cl)cc2)c(Br)c1,-6,3,-4,-3,7,-3,0
C/C=C/c1ccc([C@@H]2[C@H](CO)N3C(=O)CN(C(=O)c4ccncc4)C[C@@H]23)cc1,4,nt,4,0,7,nt,3
Cc1ccc(C(=O)N2CC(=O)Nc3ccc(F)cc3C2c2ccc(F)cc2)cc1[N+](=O)[O-] (stereo unspecified),nt,26,1,nt,nt,7,nt
Cc1ccc(S(=O)(=O)N2CCCCC2)cc1NC(=O)CCNC(=O)c1ccc([N+](=O)[O-])cc1,7,14,-7,0,?,0,-3
CC(=O)Nc1ccc(C(=O)NN2C(=O)NC3(CCCCC3)C2=O)cc1,-3,5,-7,-2,13,-1,-1
CC(C)c1ccc(S(=O)(=O)N2CCN(C(=O)CN3C(=O)NC(C)(c4ccccc4)C3=O)CC2)cc1 (stereo unspecified),3,9,-4,-2,-4,-2,0
CC1(C2CC2)NC(=O)N(CC(=O)Nc2ccc(SC(F)F)cc2)C1=O (stereo unspecified),6,-4,6,1,1,2,1
COc1cccc(NC(=O)N(C)C[C@@H]2Oc3cc(-c4ccccc4OC)ccc3S(=O)(=O)N([C@@H](C)CO)C[C@H]2C)c1,18,9,2,5,-5,11,-3
CCOC(=O)C1(Cc2cccc(OC)c2)CCCN(Cc2ccc(NC(C)=O)cc2)C1 (stereo unspecified),2,2,-16,-3,-6,0,0
CC(C)C(NS(=O)(=O)c1ccc2c(c1)Cc1cc(S(=O)(=O)NC(C(=O)O)C(C)C)ccc1-2)C(=O)O (stereo unspecified),-9,17,1,25*,-1,3,2
Fc1ccc(NC(=S)N2CCc3[nH]c4ccccc4c3C2)cc1,6,4,22,0,5,-1,0
COc1cc(S(=O)(=O)NC2CCSc3ccccc32)ccc1NC(C)=O (stereo unspecified),-13,21,-3,-4,9,2,0
Cn1c(-c2cccc([N+](=O)[O-])c2)cnc1NCc1ccc(C#N)cc1,9,10,-19,-1,3,6,4
CCN(CC)CCSc1nc2ccc(OC)cc2[nH]1,-4,2,1,0,7,-2,-3
CN(c1ccc(Cl)cc1)S(=O)(=O)c1nnc(NC(=O)C(C)(C)C)s1,17,6,4,-3,3,-7,-3
CNC[C@H]1OCCCC[C@@H](C)Oc2ccc(NC(=O)Nc3ccc(OC)cc3)cc2C(=O)N([C@@H](C)CO)C[C@H]1C,-12,-17,6,-3,-16,15,-1
CCCC(C(=O)NC(C)(C)C)N(C(=O)c1snc(C(N)=O)c1N)c1ccc2c(c1)OCCO2 (stereo unspecified),32,2,27,1,-10,1,1
CC1CCC(NS(=O)(=O)c2ccc(Cl)s2)CC1 (stereo unspecified),2,-7,1,-8,15,1,3
CN1CCN(C(=O)C[C@H]2CC[C@H]3[C@@H](COC[C@H](O)CN3C(=O)Cc3ccccc3)O2)CC1,12,7,12,1,0,0,1
C[C@@H]1CN([C@@H](C)CO)C(=O)Cc2cc(NC(=O)C3CC3)ccc2O[C@H]1CN(C)Cc1ccc(Oc2ccccc2)cc1,14,nt,0,3,0,4,nt
O=C(N/N=C/c1cccs1)c1c[nH]c2ccccc12,nt,-92,-62,nt,nt,8,nt

# An unsorted share of the library; 4.9% or so of the library scored in one or more.
